TrxR1 substrate: substrates of rat thioredoxin reductase 1 | 390,000 compounds, 0.01% hits | Potency, µM (series often up to 114 µM), for the others: at the top dose activity change, negative = substrate turnover | AID 588456 | purified TrxR1 substrate turnover, NADPH consumption readout | O89049; also: potency is read from the fitted curve at half-maximal effect; % is scaled to controls: 0 for no effect and ±100 for the full control effect; nearly all actives have a fitted effect of over 50% in size
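Rat TrxR1, dispensed at 90 nM, was prereduced with 400 uM NADPH (final) for 5 min at ~22 deg C, then incubated with compound 15 min before 400 uM selenite. A first-read NADPH fluorescence drop versus no-compound background flagged substrates.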
USP1-UAF1 inh: USP1/UAF1 (human) deubiquitinase inhibition | O94782 | recombinant USP1/UAF1, Ub-Rhodamine cleavage fluorescence | Potency, µM (highest dose often 57.1 µM), for the others: top-dose activity change, negative = inhibition, usual class: inhibitors | 390,000 compounds, 0.23% hits | AID 743255; also: potency is read from the fitted curve at half-maximal effect; % is scaled to controls: 0 for no effect and ±100 for the full control effect; nearly all actives have a fitted effect of over 60% in size; inactives centre near -12
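Step one: compound is pinned into 1nM USP1/UAF1 in HEPES pH 7.8 buffer with TCEP. Step two: 15 min room-temperature incubation. Step three: Ub-Rho (150nM final) starts cleavage, tracked by fluorescence over six one-minute reads.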
LDHA inh: LDHA (human) enzyme inhibition; purified LDHA, NADH/diaphorase-resazurin fluorescence; active compounds read low; activity change, % (values are at about 110 or 230 µM); 480,000 compounds, 0.15% hits; AID 1347041; in the data active = activity change below about -30%; inconclusive = mostly about -25% to -30%;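 also: plate controls were DMSO wells for no effect and wells without enzyme for full effect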
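LDH5 2 nM; NADH 0.06 mM, pyruvate 0.2 mM; 200 mM Tris pH 7.4, EDTA, Tween-20; 5 min RT. Detection: diaphorase 0.133 mg/mL + resazurin 37 µM, fluorescence ex540/em590 at 0 and 20 min; normalized to enzyme-free and DMSO wells.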
rTrxR1 inhibitor: blocks rat thioredoxin reductase 1; recombinant rTrxR1, NADPH fluorescence consumption, selenite substrate; O89049; 390,000 compounds, 1% hits; Potency, µM (top dose mostly 114 µM), inactives show top-dose activity change, negative = inhibition, hits mostly inhibitors; AID 588453; also: potency is read from the fitted curve at half-maximal effect; % is scaled to controls: 0 for no effect and ±100 for the full control effect; nearly all actives have a fitted effect of over 65% in size
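Rat TrxR1 (90 nM in the dispensed reagent) was pre-reduced with 400 uM NADPH for 5 min at room temperature, then incubated with compound for 15 min. After 400 uM selenite was added, NADPH fluorescence (Ex 340/Em 450 nm) was followed for 8 min.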
Vif-A3G inh: blocks the Vif interaction with human APOBEC3G. HeLa A3G-eYFP + Vif (tagged APOBEC3G with the HIV-1 protein that degrades it), YFP fluorescence, overnight. Potency, µM (highest dose often 46.1 µM), for inactives: top-dose activity, negative = active, most hits filed as inhibitors. 410,000 compounds, 0.076% hits. AID 602310;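 also: potency is read from the fitted curve at half-maximal effect; % is scaled to controls: 0 for no effect and ±100 for the full control effect; nearly all actives have a fitted effect of over 60% in size; hits raise eYFP signal because A3G escapes Vif-driven loss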
Target sequence (Q9HC16 whole entry, looked up): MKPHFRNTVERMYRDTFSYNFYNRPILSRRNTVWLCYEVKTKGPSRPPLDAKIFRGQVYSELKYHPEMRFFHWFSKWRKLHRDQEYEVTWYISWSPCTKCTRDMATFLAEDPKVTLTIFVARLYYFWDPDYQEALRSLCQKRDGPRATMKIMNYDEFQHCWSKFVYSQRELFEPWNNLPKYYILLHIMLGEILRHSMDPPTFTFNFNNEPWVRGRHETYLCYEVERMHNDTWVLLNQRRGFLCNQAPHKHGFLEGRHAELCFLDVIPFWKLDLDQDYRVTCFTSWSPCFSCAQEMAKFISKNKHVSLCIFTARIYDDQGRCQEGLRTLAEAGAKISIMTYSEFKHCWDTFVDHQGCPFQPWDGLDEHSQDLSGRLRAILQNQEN
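HeLa cells stably expressing Vif and C-terminally eYFP-tagged A3G, seeded overnight at 37 deg C, then exposed to compound by pintool overnight at 37 deg C. Rise in yellow fluorescence (Ex 488/Em 500-530, Acumen) marks blocked Vif-driven A3G degradation.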
Vif-APOBEC3F blk: blocks the Vif interaction with APOBEC3F; HeLa A3F-eYFP + Vif (tagged APOBEC3F with the HIV-1 protein that degrades it), YFP fluorescence increase; Potency, µM (top dose mostly 46.1 µM), for inactives: at the top dose activity, negative = active; 390,000 compounds, 0.2% hits; AID 602313; also: potency is read from the fitted curve at half-maximal effect; % of control where 0% means no effect; nearly all actives have a fitted effect of over 65% in size
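HeLa cells stably expressing A3F-eYFP plus Vif, plated and incubated overnight at 37 deg C, then exposed to compounds overnight at 37 deg C. Blocked degradation read as raised yellow fluorescence (Ex 488/Em 500-530).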
RGS4 inh: human RGS4 inhibition; Transcreener GDP fluorescence polarization, RGS4-accelerated GTP hydrolysis; Potency, µM (highest dose often 114 µM), without a hit: at the highest dose activity change, negative = inhibition, most hits filed as inhibitors; 390,000 compounds, 0.039% hits; P49798; also: potency is read from the fitted curve at half-maximal effect; % is scaled to controls: 0 for no effect and ±100 for the full control effect; nearly all actives have a fitted effect of over 75% in size; some results filed as inactive show a strong effect at the top dose
Target sequence (P49798 whole entry, looked up): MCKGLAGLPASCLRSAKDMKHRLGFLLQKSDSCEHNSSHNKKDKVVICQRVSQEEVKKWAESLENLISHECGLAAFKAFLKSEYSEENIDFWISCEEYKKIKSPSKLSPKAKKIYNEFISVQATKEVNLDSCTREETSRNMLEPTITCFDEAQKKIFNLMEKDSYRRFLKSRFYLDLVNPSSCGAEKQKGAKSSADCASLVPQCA
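MLSMR compounds (23 nl, pin-transferred) preincubated 10 min at room temperature with a 500nM (2x) first reagent, then RGS4 at 900nM (2x) plus Transcreener GDP mix added; fluorescence polarization (620/688 nm) read before and after 90 min at 30 °C.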
mIDH1 inhibitor: inhibitors of human mutant IDH1 R132H; IDH1-R132H enzyme, NADPH consumption, diaphorase/resazurin fluorescence; Potency, µM (titrated, usually from 76.6 µM), for inactives: at the top dose activity change, negative = inhibition, usual class: inhibitors; 390,000 compounds, 0.093% hits; AID 602179; also: potency is read from the fitted curve at half-maximal effect; % is scaled to controls: 0 for no effect and ±100 for the full control effect; nearly all actives have a fitted effect of over 65% in size
Target sequence (O75874 whole entry R132H, stated change not applied): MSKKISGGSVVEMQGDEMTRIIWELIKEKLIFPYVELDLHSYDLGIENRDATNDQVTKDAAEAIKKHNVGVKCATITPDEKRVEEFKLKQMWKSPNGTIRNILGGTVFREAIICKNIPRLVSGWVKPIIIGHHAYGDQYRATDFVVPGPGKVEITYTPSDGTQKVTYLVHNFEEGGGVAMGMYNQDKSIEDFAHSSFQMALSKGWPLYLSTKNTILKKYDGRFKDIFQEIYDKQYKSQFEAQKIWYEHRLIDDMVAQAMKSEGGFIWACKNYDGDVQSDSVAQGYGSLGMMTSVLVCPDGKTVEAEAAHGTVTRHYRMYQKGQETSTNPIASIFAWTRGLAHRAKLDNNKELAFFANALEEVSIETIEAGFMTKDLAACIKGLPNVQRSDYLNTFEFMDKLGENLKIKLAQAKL
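IDH1-R132H (0.5 ug/mL dispensed) in pH 7.5 Tris buffer was preincubated 30 min with compound, then given a substrate mix of 0.016 mM NADPH and 2 mM alpha-KG for 80 min at room temperature; remaining NADPH was read by diaphorase/resazurin fluorescence.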
GRP78 ERSR act: inducers of ER stress response in human glioma cells; U87-MG GRP78 promoter luciferase reporter, 16 h; Potency, µM, without a hit: top-dose activation, most hits filed as activators; 420,000 compounds, 0.02% hits; also: potency is read from the fitted curve at half-maximal effect; series mostly up to about 76 µM; % of control where 0% means no effect; nearly all actives have a fitted effect of over 35% in size
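Stably transfected U87-MG glioma cells carrying a GRP78-based luciferase sensor; 16 h compound incubation. Luminescence end-point read 10 min after Bright-Glo addition at room temperature.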
* hit, by the source's call; ? = inconclusive; . = no result given; & = joins results of further samples; [ ] = remark or other dose. Unless noted, calls follow the shape of the dose curve; as a rule, active = well fitted curve in the direction sought with a large enough effect; inconclusive = small, poorly fitted or top-dose-only effect, or another doubt; inactive = no such curve, though single readings can be large; an effect the other way counts as inactive or inconclusive. An excerpt; the hit share may differ from the screen's.

SMILES | TrxR1 substrate | USP1-UAF1 inh | LDHA inh | rTrxR1 inhibitor | Vif-A3G inh | Vif-APOBEC3F blk | RGS4 inh | mIDH1 inhibitor | GRP78 ERSR act
Cn1c(=O)c2c(nc(Sc3ccccc3N)n2C)n(C)c1=O | -4% | 0% | -4 | 6% | -2% | 5% | 11% | -7% | 1%
Cc1cc(C)n(-c2ccc(C(=O)N3CCN(S(=O)(=O)c4ccc(C(C)C)cc4)CC3)cc2)n1 | -2% | -2% | -5 | 24% | 2% | -9% | 0% | -6% | -2%
NNC(=O)c1oc2ccccc2c1-n1cccc1 | 4%[57.1 µM] | -12% | -10 | 6%[57.1 µM] | ? | -4% | 4% | 0% | -5%
CCOc1ccc(-c2noc(CSc3nnc(-c4ccccc4)n3-c3ccccc3)n2)cc1 | -1% | 5% | -14 | 22% | 2% | -7% | -1% | -1% | -3%
CCOC(=O)C1=C(O)/C(=C\c2cccs2)N=C1C | -12% | -21% | 1 | -9% | 1% | 5% | -21% | 7% | -3%
COc1ccc(OC)c(C(=O)c2c(N)c(-c3nc(-c4ccc(C)c(C)c4)cs3)c3ccccn23)c1 | 10% | -20% | -9 | 33% | . | . | -13% | . | .
CC(=O)c1cccc(S(=O)(=O)Nc2ccccc2N2CCOCC2)c1 | -9% | -8% | -3 | 6% | 0% | 2% | 10% | 5% | -3%
COc1ccccc1Nc1nn2c(=O)c3ccc(C(=O)NCCC4=CCCCC4)cc3nc2s1 | 3% | -26% | -2 | 16% | -34% | ? | -3% | -11% | ?
O=C(CSc1nnc(-c2cnccn2)n1Cc1ccco1)c1ccc(Cl)c(Cl)c1 | 10% | -23% | -3 | ? | 0% | 2% | ? | 0% | -1%
COc1ccccc1NC(=O)CN1CCN(CC(=O)Nc2ccc(OC)c(OC)c2)CC1 | 4% | -16% | -4 | 10% | -6% | 1% | 35% | -8% | 0%
COc1ccc(OC)c(NC(=O)CN(C)CC(=O)Nc2ccccc2Br)c1 | 12%[57.1 µM] | -23% | -24 | 22%[57.1 µM] | -1% | 3% | -4% | 11% | -3%
Cc1cc(C)c(-n2nnnc2SC(C)C)c(C)c1 | -10% | -17% | -6 | -9% | -1% | -23% | -24% | -5% | -4%
Cc1ccc(S(=O)(=O)Nc2nc3ccccc3nc2NCc2ccc3c(c2)OCO3)cc1C | 26% | -18% | -1&-4 | 27% | 0% | 5% | -9% | 2% | -6%
CCN(C[C@H]1N[C@@](C)(C(=O)OC)[C@H]2C(=O)N(C)C(=O)[C@@H]12)C(=O)Nc1ccc(OC)cc1 | -2% | -2% | 8 | 3% | 2% | -4% | -3% | -2% | 0%
Cc1ccc(NC(=O)c2ccc(CN3CC(=O)N4CCCCC4C3=O)cc2)cc1C (stereo not given) | 3% | -17% | -6 | 16% | 3% | -4% | 3% | 14% | 1%

The last two compounds of the part above come first, to join the parts:
SMILES | TrxR1 substrate | USP1-UAF1 inh | LDHA inh | rTrxR1 inhibitor | Vif-A3G inh | Vif-APOBEC3F blk | RGS4 inh | mIDH1 inhibitor | GRP78 ERSR act
CCN(C[C@H]1N[C@@](C)(C(=O)OC)[C@H]2C(=O)N(C)C(=O)[C@@H]12)C(=O)Nc1ccc(OC)cc1 | -2% | -2% | 8 | 3% | 2% | -4% | -3% | -2% | 0%
Cc1ccc(NC(=O)c2ccc(CN3CC(=O)N4CCCCC4C3=O)cc2)cc1C (stereo not given) | 3% | -17% | -6 | 16% | 3% | -4% | 3% | 14% | 1%
CCCCCCN(C(=O)CCCCCN1C(=O)NC(c2ccc([N+](=O)[O-])cc2)C(C(=O)OCc2ccccc2)=C1C)C(C(=O)NCCCC)C1CCCCC1 (stereo not given) | 3% | -16% | -2 | 26% | -3% | 4% | 16% | -4% | 0%
NC(=O)c1ccc(Oc2ncc(C(F)(F)F)cc2Cl)cc1 | 3%[57.1 µM] | 0% | -5 | 17%[57.1 µM] | -1% | -1% | 23% | 10% | 5%
CCCNC(=O)Cn1cnc2sc(C(=O)Nc3cc(OC)c(OC)c(OC)c3)c(C)c2c1=O | 1% | -4% | -7 | -7% | 3% | 0% | -8% | -4% | -2%
Cc1cccc(C(C)C)c1NS(=O)(=O)c1cn(C)nc1C | 2% | -13% | -7 | 7% | -6% | 3% | 11% | -4% | 5%
CCOc1ccccc1NC(=O)COC(=O)CCOc1cc(C)ccc1C | -3% | -25% | -5 | 4% | -2% | 4% | -19% | 7% | -4%
Cc1ccc(C(=O)NC(=S)N2CCCCCC2)cc1 | -13% | -22% | -7 | -20% | 4% | -19% | -35% | -8% | 4%
O=C(CNC(=S)N(CCCN1CCOCC1)Cc1cccs1)NCCCN1CCOCC1 | 8%[57.1 µM] | -5% | -3 | 5%[57.1 µM] | -2% | 12% | 9% | 1% | -2%
CC1(c2ccc3c(c2)OCO3)NC(=O)N(CC(=O)Nc2ccc(N3CCOCC3)cc2)C1=O (stereo not given) | 3%[57.1 µM] | -13% | 6 | 10%[57.1 µM] | 0% | 6% | 32% | 0% | -2%
O=C(CCN1C(=O)c2ccccc2S1(=O)=O)NCc1ccc(F)cc1 | -5% | -13% | -2 | -9% | -2% | -1% | -19% | 8% | -5%
O=C(O)c1ccccc1-c1ccccc1C(=O)Nc1cccc2ccccc12 | 1% | -16% | -1 | 13% | -8% | 2% | -12% | 0% | -3%
O=C1CNC(=O)/C1=C/c1ccc(Br)cc1 | -18%[11.4 µM] | -11% | -4 | 23%[11.4 µM] | 1% | 1% | ? | 7% | -5%
CCOC(=O)c1[nH]c(C)c(C(=O)NC(C)CC)c1C (stereo not given) | 11%[57.1 µM] | -9% | -2 | 11%[57.1 µM] | 0% | -11% | 1% | 2% | -4%
COc1ccc(Cc2nc(-c3ccccc3)no2)cc1 | 4% | -8% | -1 | 23% | 1% | -11% | 3% | 4% | 5%
O=C(CN(Cc1cccs1)C(=O)CNS(=O)(=O)c1ccc(Cl)cc1)NCc1ccco1 | 3% | -22% | -7 | ? | 3% | -5% | -48% | 7% | -2%
CN(C(=O)/C=C/c1ccco1)c1ccccc1C(=O)O | -2% | -20% | -1 | 28µM* | -1% | 9% | -38%[56.9 µM] | 4% | -1%
COC(=O)c1ccccc1NC(=S)NC(=O)c1ccc2c(c1)OCO2 | 2% | -7% | -8 | 8.9µM* | -8% | -6% | ? | 1% | -6%
COc1cc(CN(C(=O)c2cc3ccccc3oc2=O)C2CCS(=O)(=O)C2)cc(OC)c1OC (stereo not given) | -2%&-1% | ? | -2&6&-2 | 9%&4% | 1%&-2% | 0%&0% | 21%&-14% | -6%&0% | 6%&2%
CCN1C(=O)CC(N2CCC(Nc3ccc(F)cc3)CC2)C1=O (stereo not given) | 6%[57.1 µM] | -12% | -2 | 4%[57.1 µM] | 1% | -11% | -16% | -1% | -2%
CCOc1ccc(CCNC(=O)CSc2nc3ncc(Cl)cc3[nH]2)cc1OCC | -2% | 2% | -2 | 7% | 1% | -1% | -12% | -9% | -4%
COc1ccc(CNC(=O)Cn2c(=O)cc(-c3ccccc3)c3c(C)nn(C)c32)cc1 | -5%[57.1 µM] | -13% | -6 | 3%[57.1 µM] | -3% | 5% | 13% | 1% | -3%
CC(=O)C1=C(c2ccccc2)NC(=S)NC1c1ccc(O)c(O)c1 (stereo not given) | 4%[57.1 µM] | 5% | 7 | -8%[57.1 µM] | -4% | -1% | -4% | -5% | -2%
CCCn1c(SCC(=O)C(C)(C)C)nc2ccccc21 | -7% | -10% | 1 | -17% | -7% | -11% | ? | 1% | -1%
CCc1nnc(NS(=O)(=O)c2ccc(NCc3cc(Br)ccc3O)cc2)s1 | -1% | 0% | -3 | 11% | 0% | -13% | -12% | -9% | 0%
C=CCOc1ccc(/C(O)=C2/C(=O)C(=O)N(CCCN3CCOCC3)C2c2ccc(OC)cc2)cc1 (stereo not given) | -13% | -17% | -3 | ? | -6% | -5% | -29% | 1% | -2%
COc1ccc(N2CCN(C(CNS(=O)(=O)c3c(C)cc(C)cc3C)c3ccco3)CC2)cc1 (stereo not given) | 0%[57.1 µM] | -26% | -1 | 18%[57.1 µM] | 4% | -2% | 11% | -11% | -4%
Cc1c(NC2=CC(=O)CC(C)(C)C2)c(=O)n(-c2ccccc2)n1C | -16%[57.1 µM] | -1% | 4 | 12%[57.1 µM] | 2% | -18% | 13% | 8% | 0%
COc1ccccc1C(=O)NCc1nnc(SC(C)C(=O)Nc2nccs2)n1C (stereo not given) | 6% | -17% | -6 | 22% | 1% | 2% | 7% | -4% | 1%
CCCCOC(=O)Nc1nc2ccc([N+](=O)[O-])cc2s1 | 5% | -12% | -11 | 17%[57.1 µM] | -2% | 10% | -6% | 2% | 9%
O=C(CCSCCc1ccccn1)Nc1ccc(Br)cn1 | 1% | -5% | -6 | 11% | 2% | 1% | -26% | 2% | -1%
Cc1cccc(NC(=S)Nc2ccc3cn[nH]c3c2)c1 | -5% | -5% | 8 | -7% | 0% | -6% | -34% | 2% | 2%
COc1ccc(NC2=NCCC2)cc1 | -4% | 4% | -4 | -5% | -1% | -5% | -4% | -2% | -6%
COc1ccc(C(=O)Nn2c(C)nc3ccccc3c2=O)cc1 | 4% | -7% | -5 | 27% | -1% | 0% | 8% | -3% | -5%
